Compound activity (PubChem BioAssay)
Cardio protect: modulators protecting cardiomyocytes from myocardial damage | H9c2 cardiomyocytes, H2O2 injury protection, ATPLite, 2 h | protection from H2O2 cell death, % at 20 µM | AID 588492 | actives 0.63% (n = 360,000);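 active = compounds giving at least 50% protection of heart cells from peroxide-induced death in the single-dose screen, raw or plate-pattern-corrected value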;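 also: 0% = DMSO wells with peroxide and 100% = DMSO wells without peroxide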
NR2E3 ag-1: NR2E3 (human) agonism. AID 2300. GST-NR2E3/biotin-RetCOR TR-FRET, 1536-well. actives 0.12% (n = 320,000). inhibition of corepressor binding, % at 4.78 µM. Q9Y5X4;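 active = percent inhibition above the cutoff of mean plus 3 SD of all tested compounds, set per screening campaign, cut at about 20% in these data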;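 also: 0% = DMSO wells and 100% = biotin wells as full block of FRET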
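Assay system: NR2E3–RetCOR corepressor complex. Quantity: 1.35 nM GST-NR2E3. Buffer or medium: pH 7.5 Tris-based buffer. Reagent: biotinylated RetCOR corepressor at 7 nM final. Schedule: 5 h at 4 °C. Detection: TR-FRET, emission read at 617 and 671 nm. Replicates: one well per compound, singlicate testing.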
Shn3 inh set2: Schnurri-3 reporter inhibition in Clone20 osteoblasts; Clone20 osteoblast Shn3 3'UTR firefly luciferase, 24 h; inhibition, % at 12.5 µM; actives 0.52% (n = 360,000); AID 588674;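 active = mean inhibition of at least 75% with every replicate also reaching 75%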;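 also: 0% = median of neutral control wells and 100% = pilot-screen positive control compound; some compounds past the cut are filed as inactive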
CaV13 FRET inh: Disruptors of the CACNA1D IQ motif to Ca2+-dependent inactivation inhibitor domain association, primary screening, Förster resonance energy transfer in intact living …; HEK cells, CFP/YFP FRET ICDI-IQ, plate reader, 10 min; percent FRET-ratio fall versus neutral wells; AID 743397; inhibition, % at 12.3 µM; actives 0.098% (n = 340,000);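 active = mean replicate inhibition of at least 30% and at least 1% of replicates passing that level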;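 also: 0% = median of the neutral control wells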
MITF TRPM1 inh: reduces MITF-dependent TRPM1 promoter luciferase signal; AID 488899; SK-MEL-5 TRPM1 promoter luciferase, 24 h; actives 0.83% (n = 330,000); inhibition, % at 12.5 µM;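 active = mean inhibition across replicates of 60% or more, whatever share of single replicates reaches that level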; also: values of inactives mirror those of a sister screen read the other way
PDI turbidity: inhibitors of human protein disulfide isomerase | P07237 | inhibition, % at 10 µM | PDI insulin aggregation turbidity, A650, 90 min | actives 0.052% (n = 350,000);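 active = mean inhibition across replicates of 30% or more, whatever share of single replicates reach that level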;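 also: absorbance from insulin aggregation driven by PDI reduction with DTT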
Target sequence (P07237 whole entry, looked up): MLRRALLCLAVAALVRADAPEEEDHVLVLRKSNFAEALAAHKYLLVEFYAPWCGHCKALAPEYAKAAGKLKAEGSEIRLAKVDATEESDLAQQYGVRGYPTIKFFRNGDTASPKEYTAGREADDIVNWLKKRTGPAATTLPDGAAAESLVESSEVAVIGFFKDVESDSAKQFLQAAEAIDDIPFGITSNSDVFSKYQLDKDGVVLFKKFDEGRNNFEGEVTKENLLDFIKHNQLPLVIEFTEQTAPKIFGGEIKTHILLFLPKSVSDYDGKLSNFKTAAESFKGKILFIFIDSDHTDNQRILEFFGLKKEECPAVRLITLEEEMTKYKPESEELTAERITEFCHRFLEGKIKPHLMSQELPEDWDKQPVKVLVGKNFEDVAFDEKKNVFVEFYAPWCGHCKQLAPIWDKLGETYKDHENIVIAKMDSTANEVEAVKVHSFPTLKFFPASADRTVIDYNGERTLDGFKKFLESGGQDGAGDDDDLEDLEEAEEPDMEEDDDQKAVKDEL
NR2E3 ag-2: agonists of human NR2E3 nuclear receptor; Q9Y5X4; CHO-S Gal4-NCOR/VP16-NR2E3 two-hybrid, luciferase; inhibition of corepressor binding, % at 3.98 µM; actives 0.35% (n = 360,000); AID 602229;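 active = inhibition above the mean of all tested compounds plus 3 SD, cut at about 70% in these data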;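 also: 0% = DMSO with NR2E3 transfected cells and 100% = cells lacking NR2E3 construct; higher means lower luciferase signal from less NR2E3 corepressor binding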
HTR2A ag: mouse HTR2A agonism via beta-arrestin recruitment | P35363 | CHO-K1 mHTR2A beta-arrestin complementation, luminescence; percent of 30 µM serotonin response | activation, % at 7.6 µM | actives 0.66% (n = 360,000);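 active = activation above a run cutoff, the mean activation of all tested compounds plus 3 SD, cut at about 14% in these data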;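 also: 0% = plate median of compound wells and 100% = 30 µM serotonin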
Target sequence (P35363 whole entry, looked up): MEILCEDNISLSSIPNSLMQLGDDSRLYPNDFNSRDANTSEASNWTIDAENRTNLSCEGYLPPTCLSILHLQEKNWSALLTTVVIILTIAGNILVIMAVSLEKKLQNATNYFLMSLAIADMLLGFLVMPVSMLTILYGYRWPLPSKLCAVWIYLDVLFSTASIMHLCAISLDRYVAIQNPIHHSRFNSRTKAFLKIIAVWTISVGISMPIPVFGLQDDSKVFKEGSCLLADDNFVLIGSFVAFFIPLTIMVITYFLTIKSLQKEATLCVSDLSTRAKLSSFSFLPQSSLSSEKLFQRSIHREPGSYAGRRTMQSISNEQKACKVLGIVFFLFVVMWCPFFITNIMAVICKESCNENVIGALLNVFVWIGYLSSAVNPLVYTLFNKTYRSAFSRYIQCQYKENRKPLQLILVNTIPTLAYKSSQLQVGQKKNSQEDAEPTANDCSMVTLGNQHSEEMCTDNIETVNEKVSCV
Peg3 prom inh: inhibitors of Peg3 promoter; actives 1.7% (n = 360,000); inhibition, % at 20 µM; HeLa PEG-Prom luciferase reporter, luminescence, overnight;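 active = inhibition of at least 50% at 20 µM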
iPSC survival up: enhancers of human iPSC single-cell survival | hiPSC single-cell survival, ATPlite luminescence; 100% = ROCK inhibitor wells, 0% = DMSO | AID 602274 | actives 0.044% (n = 360,000) | survival enhancement, % at 20 µM; in the data active = survival enhancement above about 18%;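 also: cells exposed to compounds for 16 hours before the ATP read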
HIF-2a inh: inhibitors of HIF-2a; 786-0 RCC cells HIF-2a reporter, luciferase luminescence, overnight; inhibition, % at 18.8 µM; actives 0.72% (n = 360,000); AID 624352;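 active = inhibition of the luminescence signal of 40% or more relative to plate controls, in a single-dose primary screen at 18.75 µM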
Active calls of the source: *; . = not tested or not shown.

SMILES	Cardio protect	NR2E3 ag-1	Shn3 inh set2	CaV13 FRET inh	MITF TRPM1 inh	PDI turbidity	NR2E3 ag-2	HTR2A ag	Peg3 prom inh	iPSC survival up	HIF-2a inh
CCOc1ccc(CCN2C(=S)N([C@@H](CC(C)C)CN3CCC[C@@H]3CN3C(=S)NC[C@@H]3Cc3ccc(O)cc3)C[C@@H]2Cc2ccc(O)cc2)cc1	-7	.	-1	-6	.	.	16	-8	14	-1.7	-3
N=C(N)c1ccc(Cl)cc1	-8	-1	-18	-5	-8	-2	14	0	3	-1.4	18
Cc1cc(C)c(NC(=O)CSc2nnc(CNC(=O)c3c(F)cccc3Cl)o2)c(C)c1	0	-3	-16	-2	6	1	0	4	4	0.6	16
O=C1C2CCCCN2C(=O)N1CCCCN1CCN(c2cccc(Cl)c2)CC1 (stereo not given)	4	-1	11	-21	6	0	9	-7	9	0.3	11
COc1cccc(NC(=O)CCc2nnc3ccc(N4CCN(c5cccc(OC)c5)CC4)nn23)c1	7	2	6	.	8	-10	-1	3	-4	-0.3	11
CN(C(=O)CN1C(=O)C2C3CC(C(Br)C3Br)C2C1=O)C1CCCCC1 (stereo not given)	0	-1	8	-7	-12	-7	-31	-6	1	0.1	7
CCN(CC(=O)Nc1cc(Cl)cc(Cl)c1)CC(=O)NC1CCS(=O)(=O)C1 (stereo not given)	-2	.	-17	-2	0	6	-1	-2	18	0.4	6
CCCNC(=O)c1cc(C2CCCN(S(=O)(=O)c3cccc4cccnc34)C2)on1 (stereo not given)	4	.	59	-6	.	5	7	3	15	-2.2	-5
CCOC(=O)c1c(C)nc2c(c1C)c(=O)oc1ccccc12	10	5	-12	.	-19	-1	-46	5	-78	-2.3	-166
O=C(Cn1nnc(-c2ccccc2)n1)OCc1csc(-c2ccccc2)n1	5	2	-9	.	-11	3	-19	2	-41	-2.2	-59
CC(Sc1ncnc2sc(-c3ccccc3)cc12)C(N)=O (stereo not given)	4	2	-23	-3	-45	3	-82	-1	-185	-0.4	-134
CC(=O)c1ccc(NC(=O)C2CCN(S(=O)(=O)c3cccs3)CC2)cc1	-5	-1	-37	-2	-23	-1	-28	1	-122	-0.6	-126
NC(=S)Nc1ccc(F)c(F)c1F	1	2	-7	-4	1	-9	-8	0	4	-0.4	18
N#C/C(=N\Nc1ccc([N+](=O)[O-])cc1)C(N)=S	-14	-1	-29	-2	-1	-1	2	-7	-43	0.3	-168
COc1cc(/C=N/NC(=S)NC2CC3C=CC2C3)cc(OC)c1OC (stereo not given)	-3	0	-2	-15	5	19	1	-2	14	1.1	15
O=C(O)CCc1nn2cnc3sc4c(c3c2nc1=O)CCCC4	-3	4	1	-4	1	-2	-33	7	7	6.7	-2
O=C(Nc1ccccc1)C1=C[C@H](c2ccc3c(c2)OCO3)C[C@H](OCc2ccc(CO)cc2)O1	6	1	79	-8	-17	-3	10	-5	-69	2.5	-93
CN(CC(=O)Nc1ccccc1Cl)C(=O)CSc1nnc(N)s1	7	5	20	-5	-1	1	1	-6	-2	0.2	7
CC(=O)Nc1ccc(NC(=O)C(C)OC(=O)c2cc(S(=O)(=O)N(C)C)ccc2N2CCCC2)cc1 (stereo not given)	4	0	2	-5	2	1	23	12	-15	-0.1	-7
CCN1CCc2nc(NC(=O)C(c3ccccc3)c3ccccc3)sc2C1	-1	2	14	.	-9	0	0	-6	13	1.3	13
CCC(=O)N(Cc1cc2ccccc2[nH]c1=O)c1ccccc1OC	3	2	12	-3	0	-1	-32	5	20	0.0	10
O=C(c1ccc(Cl)cc1)N(Cc1cccs1)C1CCS(=O)(=O)C1 (stereo not given)	15	2	-13	.	1	14	2	-3	-2	2.2	-7
COCCN1C[C@@H](CO)O[C@@H](n2cnc3c(N4CCN(CCO)CC4)ncnc32)C1	13	.	-5	-15	.	-3	-22	-1	-21	0.4	-44
CCSC1=NCN(CCCC(=O)O)CN1	-4	0	-2	-4	-5	-7	9	5	8	5.5	10
Cc1cc(NC(=O)C2CC(c3c(F)cccc3Cl)=NO2)n(-c2ccccc2)n1 (stereo not given)	3	-3	1	-4	16	-3	-7	-2	10	1.8	12
CC(OC(=O)c1ccccc1NCCO)C(=O)Nc1ccnn1C(C)C (stereo not given)	3	4	-5	-6	-1	-2	-3	-8	12	-0.3	10
CC1=C(C(=O)N2CCOCC2)C(c2ccc(O)cc2)NC(=S)N1 (stereo not given)	0	0	-11	-7	-1	-6	-17	0	8	0.6	19
O=C(NCC(c1ccco1)N1CCN(c2ccccc2F)CC1)c1cccs1 (stereo not given)	1	1	4	-6	3	-4	1	10	-4	-0.4	-9
CC(C(=O)Nc1ccc([N+](=O)[O-])cc1Cl)N1CCN(S(=O)(=O)c2cccs2)CC1 (stereo not given)	22	0	20	-6	-17	-5	-29	2	-1	-1.5	-23
COCCNC(=O)/C(C#N)=C/c1ccc(C)o1	4	-8	-16	-5	-6	-1	11	6	-22	-0.3	-17
CN(C)S(=O)(=O)c1ccc(C(=O)NCC2(N3CCOCC3)CCCCC2)cc1	11	1	-11	-3	-17	3	23	-6	4	2.0	8
c1cc(-c2n[nH]c(-c3ccncc3)n2)ccn1	-3	2	0	-3	-2	12	-24	0	19	-0.5	8
O=C(NNC(=O)c1cccs1)c1ccccc1	2	3	-1	-4	-12	-1	-9	-3	-39	-3.0	-52
CC(C)(C)NC(=O)NC(=O)CSc1ncccn1	4	1	-9	-5	14	-2	-22	0	-8	-0.5	-2
Cc1ccc(C)c(S(=O)(=O)c2c(N)n(/N=C/c3ccco3)c3nc4ccccc4nc23)c1	-1	1	24	-10	30	-5	3	5	7	0.6	-3
Cc1csc(Nc2ccccc2C(F)(F)F)n1	-19	-4	-12	.	-1	3	-37	-10	-56	8.2	-83
COc1ccccc1C(=O)NNS(=O)(=O)c1ccc(F)cc1	2	5	10	-4	13	-15	-2	2	8	-0.2	13
Cc1ccc(/C=N/NC(=O)Cn2cnc3c2c(=O)n(C)c(=O)n3C)s1	9	0	-20	.	-7	-1	0	8	10	-1.5	17
N#Cc1cn(-c2cccc(C(F)(F)F)c2)c(=O)[nH]c1=O	0	-1	23	-17	4	5	4	0	-10	1.1	8
COC(=O)c1ccc(NC(=S)NCCc2ccccc2C)cc1	-14	-2	4	-5	-3	10	-14	-7	-4	0.6	14
COc1cccc(N(CC(=O)NC2CCCC2)C(=O)CCC(=O)Nc2nccs2)c1	2	-3	5	-3	1	-6	-16	5	10	-0.6	13
CCOC(=O)c1c(NC(=O)CSc2nnc(-c3c[nH]c4ccccc34)n2CC)sc2c1CCCC2	-12	1	8	-7	.	.	-17	2	7	-1.6	-6
CC(NC(=O)C1=CC=CN2CCS(=O)(=O)N=C12)c1ccc(Cl)cc1Cl (stereo not given)	-9	3	-6	-6	-3	-3	0	-7	-4	0.4	7
COc1cc(NC(=O)c2cc(=O)[nH]c3ccc(S(=O)(=O)N4CCOCC4)cc23)cc(OC)c1	8	.	-10	-5	4	-1	-10	2	9	-0.5	5
O=C(NCCNC(=O)c1ccc(Br)o1)c1cccnc1	2	1	-19	-8	7	0	-8	-1	-4	-0.2	8
O=C(CCc1nnc2ccc(NCc3ccccc3Cl)nn12)NC1CCCCC1	0	-3	10	-5	5	5	-37	1	15	-0.7	-9
CC1CCN(S(=O)(=O)c2ccc3c(c2)N(CC(=O)NCCCN2CCCC(C)C2)C(=O)CO3)CC1 (stereo not given)	3	0	-9	-2	0	8	15	1	-23	-0.5	0
COc1cc(OC)c(/C=N/N2CCN(c3ccccc3OC)CC2)c(OC)c1	9	1	8	-20	2	-23	-32	-4	7	0.0	13
CC(Sc1cccc[n+]1[O-])c1ccccc1 (stereo not given)	7	1	0	-1	0	-1	-6	8	7	-0.6	12
CCOC(=O)N1CCN(CC(O)COc2ccc(C)cc2C(C)(C)C)CC1 (stereo not given)	-3	2	-18	-3	-6	3	-16	-1	28	0.6	14

Later entries
SMILES	Cardio protect	NR2E3 ag-1	Shn3 inh set2	CaV13 FRET inh	MITF TRPM1 inh	PDI turbidity	NR2E3 ag-2	HTR2A ag	Peg3 prom inh	iPSC survival up	HIF-2a inh
CCOC(=O)c1sc(N(Cc2ccccc2)C(=O)CCl)nc1C	1	0	-17	-16	12	1	-31	5	63*	-0.6	-46
Cc1cc(C)cc(Cn2c3ccc(NC(=S)NC4CCCCC4)cc3c(=O)n2C)c1	-10	.	-4	-11	.	9	-20	-6	10	-4.0	4
C=CCNCc1ccccc1[N+](=O)[O-]	3	3	-11	-13	6	3	-39	-4	-6	-1.5	3
CCc1cc2c(=O)nc3n(c2s1)Cc1ccccc1/C3=C(/O)c1ccc(F)cc1	-8	0	-10	.	-17	-2	69	3	33	1.2	-24
O=C(COc1cccnc1[N+](=O)[O-])NCc1ccccc1	12	7	-16	-21	-7	-2	-25	2	3	0.2	5
O=C(Nc1ccccc1OC(=O)c1ccc(Cl)cc1)c1ccc(Cl)cc1	-8	2	-30	-4	-16	-19	-47	-3	-131	-3.0	-208
CCNS(=O)(=O)c1ccc2c(c1)NCC2	4	1	-9	-5	6	-8	5	0	13	1.9	13
CC(C)COc1ccc(C(=O)N/C(=C\c2cccc([N+](=O)[O-])c2)C(=O)OC(C)C)cc1	-7	1	1	-6	-16	-4	-16	-2	-13	4.9	-55
O=C(Nc1ccccc1[N+](=O)[O-])c1cc(S(=O)(=O)N2CCOCC2)cs1	-2	-3	-8	-6	5	1	22	-1	19	-0.6	13
CCc1c(C)sc(NC(=O)C2CCCO2)c1C#N (stereo not given)	10	-1	-26	-4	7	1	-12	-1	-37	2.8	-61
COc1ccc(CCNC(=O)c2c(O)c3cccc4c3n(c2=O)CC4)cc1	-7	2	12	.	-5	0	-25	3	-9	1.9	2
N#Cc1ccc(C(=O)Nc2cc(S(=O)(=O)N3CCCC3)ccc2OCC(F)(F)F)cc1	12	-2	2	-2	-5	-4	-10	-2	8	4.3	6
O=C(COc1ccccc1)NCC(=O)NC1=NCCS1	-6	4	-17	.	-5	-10	-2	-6	-3	-0.8	4
COc1cccc(S(=O)(=O)c2nc(C)c3c(n2)CCC3)c1	10	0	11	.	15	2	3	-3	29	1.8	15

Some of the entries above in a different format:
canonical_smiles: CC(C)COc1ccc(C(=O)N/C(=C\c2cccc([N+](=O)[O-])c2)C(=O)OC(C)C)cc1
- Cardio protect: -7
- NR2E3 ag-1: 1
- Shn3 inh set2: 1
- CaV13 FRET inh: -6
- MITF TRPM1 inh: -16
- PDI turbidity: -4
- NR2E3 ag-2: -16
- HTR2A ag: -2
- Peg3 prom inh: -13
- iPSC survival up: 4.9
- HIF-2a inh: -55
canonical_smiles: O=C(Nc1ccccc1[N+](=O)[O-])c1cc(S(=O)(=O)N2CCOCC2)cs1
- Cardio protect: -2
- NR2E3 ag-1: -3
- Shn3 inh set2: -8
- CaV13 FRET inh: -6
- MITF TRPM1 inh: 5
- PDI turbidity: 1
- NR2E3 ag-2: 22
- HTR2A ag: -1
- Peg3 prom inh: 19
- iPSC survival up: -0.6
- HIF-2a inh: 13
